Screening data: PubChem BioAssay, The Scripps Research Institute Molecular Screening Center
PLC-gamma1 inh = PLC-gamma1 enzyme inhibitors, primary screen, biochemical, fluorescence, purified enzyme. 1-phosphatidylinositol 4,5-bisphosphate phosphodiesterase gamma-1 (Homo sapiens), P19174. fluorogenic substrate. inhibition, % at 12.2 µM. 370,000 tested, 0.84% active. AID 720700, 2013; in the data active means inhibition above about 9.5%
DAX1 inh-1 = DAX1 (NR0B1) inhibitors, primary screen, cell-based, HEK293, Gal4-DAX1, luciferase luminescence; Nuclear receptor subfamily 0 group B member 1 (Homo sapiens), P51843; HEK293 Gal4-DAX1 luciferase reporter; inhibition, % at 6.75 µM; 340,000 tested, 0.99% active; AID 504766, 2011;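 active means inhibition above the mean over all tested compounds plus 3 SD, cut at about 4.2% in these data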;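 further: 0% = DAX1-transfected cells with DMSO and 100% = empty-vector control cells with DMSO; inhibition shows as a rise in luminescence from relieved DAX1 repression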
GAA850 FXN act = FXN promoter activators, primary screen, cell-based, luciferase luminescence, HEK293 lucGAA850; HEK293 lucGAA850 FXN promoter luciferase reporter, 24 h; percent of 10 µM SAHA response; activation, % at 6 µM; 360,000 tested, 0.56% active;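 active means activation above the average of all compounds screened plus 3 SD, cutoff fixed separately per campaign, cut at about 7.5% in these data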;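 further: 0% = DMSO wells and 100% = 10 µM SAHA wells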
PLCb3 inh = human PLC-beta3 inhibitors, primary screen, biochemical, fluorescence; 1-phosphatidylinositol 4,5-bisphosphate phosphodiesterase beta-3 (Homo sapiens), Q01970; Purified PLC-beta3, fluorogenic substrate; inhibition, % at 12.2 µM; 370,000 tested, 0.18% active; in the data active means inhibition above about 11%;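 further: 0% = median of compound wells on plate and 100% = full blocker control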
Target sequence (Q01970 whole entry, looked up): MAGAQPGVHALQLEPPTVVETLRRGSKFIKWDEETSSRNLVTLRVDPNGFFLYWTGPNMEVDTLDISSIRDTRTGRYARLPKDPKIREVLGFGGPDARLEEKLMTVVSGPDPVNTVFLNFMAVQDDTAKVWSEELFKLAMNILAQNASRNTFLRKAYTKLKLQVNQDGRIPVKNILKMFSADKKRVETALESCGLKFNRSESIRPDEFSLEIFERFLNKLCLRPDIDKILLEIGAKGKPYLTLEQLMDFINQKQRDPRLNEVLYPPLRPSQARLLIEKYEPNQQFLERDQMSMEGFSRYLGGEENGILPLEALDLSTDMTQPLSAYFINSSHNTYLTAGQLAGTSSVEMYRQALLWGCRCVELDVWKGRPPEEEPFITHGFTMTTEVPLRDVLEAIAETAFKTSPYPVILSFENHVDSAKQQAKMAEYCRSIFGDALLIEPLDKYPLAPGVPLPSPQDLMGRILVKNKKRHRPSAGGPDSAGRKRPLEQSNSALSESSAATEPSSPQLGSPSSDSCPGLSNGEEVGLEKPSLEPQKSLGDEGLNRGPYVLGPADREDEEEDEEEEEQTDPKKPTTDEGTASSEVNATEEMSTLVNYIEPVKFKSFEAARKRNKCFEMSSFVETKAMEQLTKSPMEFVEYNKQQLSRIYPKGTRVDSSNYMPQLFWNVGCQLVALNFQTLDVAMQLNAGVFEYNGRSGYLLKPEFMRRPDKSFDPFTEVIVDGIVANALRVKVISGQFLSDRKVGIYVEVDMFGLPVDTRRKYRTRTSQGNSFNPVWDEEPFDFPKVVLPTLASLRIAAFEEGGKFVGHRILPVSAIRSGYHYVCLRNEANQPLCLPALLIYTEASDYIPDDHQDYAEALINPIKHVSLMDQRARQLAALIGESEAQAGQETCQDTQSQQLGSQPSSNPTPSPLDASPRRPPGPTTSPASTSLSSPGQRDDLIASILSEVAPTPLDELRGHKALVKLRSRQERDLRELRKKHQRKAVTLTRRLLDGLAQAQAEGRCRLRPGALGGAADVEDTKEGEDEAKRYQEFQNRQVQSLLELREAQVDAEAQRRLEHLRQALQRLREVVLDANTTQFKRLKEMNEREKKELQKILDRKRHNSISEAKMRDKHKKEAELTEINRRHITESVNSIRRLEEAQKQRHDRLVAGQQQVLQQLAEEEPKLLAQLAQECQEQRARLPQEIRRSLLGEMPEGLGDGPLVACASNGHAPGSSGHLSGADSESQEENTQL
DAX1 inh-2 = DAX1 (NR0B1) inhibitors on StAR promoter, primary screen, cell-based, luminescence, SF-1 (NR5A1), full-length DAX-1; HEK293T StAR-luciferase reporter, SF-1/DAX-1 repression relief; AID 652010, 2013; 370,000 tested, 1.1% active; inhibition, % at 6.8 µM;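 active means inhibition above the mean over all tested compounds plus 3 SD, cut at about 3.6% in these data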;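 further: 0% = DAX-1 cells with DMSO and 100% = cells lacking DAX-1 with DMSO; higher inhibition means more luminescence from relief of DAX-1 repression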
ssDAF-12 act = S. stercoralis DAF-12 nuclear receptor activators, primary screen, cell-based, luminescence, HEK293, GRIP1 co-expression, lit1-tk-luc. activation, % at 6.8 µM. AID 652126, 2013. 370,000 tested, 1% active. HEK293 ssDAF-12/GRIP1 lit1-tk-luc reporter; % of 3 µM dafachronic acid response;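 active means activation above the mean over all tested compounds plus 3 SD, cut at about 0.9% in these data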;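 further: 0% = DMSO-only wells and 100% = 3 µM delta7-dafachronic acid wells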
HGIII-sPLA2 inh = human group III sPLA2 inhibitors, primary screen, biochemical, QFRET, BODIPY PC-A2 liposome substrate. Group 3 secretory phospholipase A2 (Homo sapiens), Q9NZ20. QFRET BODIPY PC-A2 liposome hydrolysis, fluorescence. inhibition, % at 12.2 µM. 370,000 tested, 0.56% active. AID 743126, 2013;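 active means inhibition above mean plus 3 SD of compounds lying within the high and low control bounds, cut at about 19% in these data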;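 further: 0% = median of test compound wells and 100% = no enzyme DMSO wells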
ADAM10 inh = human ADAM10 inhibitors, primary screen, biochemical, QFRET, HTS; inhibition, % at 7 µM; AID 720582, 2013; 370,000 tested, 0.62% active; recombinant ADAM10, EDANS/DABCYL FRET peptide cleavage, 3 h; Disintegrin and metalloproteinase domain-containing protein 10 (Homo sapiens), O14672;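 active means inhibition above a per-campaign cutoff equal to the mean of compounds falling between control-based bounds plus 3 SD, cut at about 20% in these data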;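 further: 0% = DMSO wells while the 100% control is not disclosed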
ADAM17 inh = ADAM17 inhibitors, primary screen, biochemical, QFRET; Disintegrin and metalloproteinase domain-containing protein 17 (Homo sapiens), P78536; recombinant ADAM17, EDANS/DABCYL FRET peptide cleavage; inhibition, % at 6.95 µM; 370,000 tested, 0.83% active; AID 720648, 2013;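 active means inhibition above the mean of compounds lying between control limits plus 3 SD, set per campaign, cut at about 8.5% in these data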;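 further: 0% = DMSO-only wells as the low control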
hgDAF12 agonist = H. glycines DAF-12 receptor agonists, primary screen, cell-based, luminescence, HEK293, GAL4 fusion, UAS-luciferase; HEK293 GAL4-hgDAF12 UAS-luciferase reporter, agonist luminescence; normalized to butyrate control; activation, % at 6.8 µM; 370,000 tested, 1.8% active;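 active means activation above a cutoff set at the mean of all screened compounds plus 3 SD, cut at about 10% in these data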;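 further: 0% = DMSO wells and 100% = sodium butyrate wells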
hcDAF-12 act = H. contortus DAF-12 nuclear receptor activators, primary screen, cell-based, luminescence, HEK293, lit1-tk-luc reporter; HEK293 hcDAF-12 lit1-tk-luc reporter; 0% DMSO, 100% Δ7-dafachronic acid; activation, % at 6.8 µM; 370,000 tested, 1.4% active; AID 652067, 2013;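 active means activation above the mean of all tested compounds plus 3 SD, cut at about 5.5% in these data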;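 further: 100% = response to 3 µM Δ7-dafachronic acid high control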
The depositor's hits bear a star; . = no result given.

SMILES | PLCb3 inh | hgDAF12 agonist | ADAM17 inh | ADAM10 inh | GAA850 FXN act | ssDAF-12 act | PLC-gamma1 inh | hcDAF-12 act | HGIII-sPLA2 inh | DAX1 inh-1 | DAX1 inh-2
CC(C)CC(N)c1csc(Nc2ccc(S(C)(=O)=O)cc2)n1 (stereo not given) | -9 | -2.3 | -8 | -28 | -1.1 | -1.5 | -7 | -1.2 | 17 | . | 0.4
c1ccc(OCCN2CCN(C(c3ccccc3)c3ccccc3)CC2)cc1 | 5 | 0.4 | 0 | -14 | -2.8 | -0.7 | 1 | -0.7 | 9 | -2.2 | -0.3
O=C(CSC1CN(C(c2ccccc2)c2ccccc2)C1)N/N=C/c1ccccc1 | -1 | 0.6 | -4 | 9 | 3.6 | -1.5 | -1 | -1.0 | -14 | 1.4 | -0.3
CC1CCCN(c2ccc(C(=O)NCc3ccccc3)cn2)C1 (stereo not given) | -4 | 10.0 | -3 | 0 | 6.2 | -0.8 | -4 | -0.2 | -1 | 2.5 | 1.2
COc1ccc(CNC(=O)CNC(C)c2ccc(F)cc2)cc1 (stereo not given) | -5 | -0.5 | -2 | 5 | -2.2 | -1.1 | 4 | -0.1 | -1 | -1.3 | -0.2
COc1cccc(OC)c1OCCCCCc1c(C)n[nH]c1C | 1 | -0.9 | -2 | 10 | -0.8 | -1.3 | 0 | -1.1 | -6 | -0.3 | -1.8
O=C(c1cccc(Cl)c1)N1CCN(c2ccc(N3CCOCC3)nn2)CC1 | -429 | -1.1 | -160 | -474 | -1.4 | -0.9 | -471 | -1.7 | 5 | 1.8 | -0.7
CC1=Nc2ccccc2/C1=C\c1sc(Nc2ccc(C)cc2)nc1O | -38 | -3.5 | 5 | 8 | -1.1 | -0.1 | -26 | -0.2 | -80 | 0.5 | -1.5
CC(C)(CNC(=O)c1ccc(NS(=O)(=O)c2ccc(Br)cc2)cc1)N1CCOCC1 | -8 | -2.7 | -4 | -11 | 0.4 | -1.0 | 0 | 1.8 | -4 | 0.1 | -1.7
Cc1c(C(=O)OCC(=O)N2CCN(c3ccccc3)CC2)oc2ccccc12 | 0 | -0.1 | 0 | -11 | 0.3 | -0.8 | -1 | -0.7 | -9 | 0.4 | -1.0
Cc1ccc(/C=N/NC(=O)CSCc2ccc(Cl)cc2)cc1 | -2 | -1.6 | 4 | 6 | -0.8 | -1.0 | -1 | -1.1 | -10 | 0.0 | -0.4
CNS(=O)(=O)c1ccc(CNC[C@H]2O[C@@H](n3cc(C)c(=O)[nH]c3=O)C[C@@H]2O)cc1 | 2 | 2.1 | -3 | -6 | 0.1 | -0.1 | 1 | 1.2 | 1 | -0.2 | 0.4
O=C(NCc1ccccc1)C(c1cccc2ccccc12)n1c(=O)c(-c2ccco2)nc2ccccc21 (stereo not given) | -29 | -1.3 | -1 | -7 | . | -0.6 | -18 | -0.5 | 1 | . | 0.9
CCN1C(=O)C2(C(C#N)=C(N)Oc3n[nH]c(-c4ccc(Cl)cc4)c32)c2ccccc21 (stereo not given) | -3 | -1.1 | -1 | 6 | -2.7 | -1.3 | 1 | -2.1 | -26 | -0.5 | -0.5
NS(=O)(=O)c1ccc(NC(=O)CN2CCc3ccccc32)cc1 | -5 | 1.8 | -2 | 3 | 1.7 | -0.7 | -1 | 0.8 | -4 | 1.9 | 0.6
CCOC(=O)C1=C(N)OC2=C(C(=O)CCC2)C1c1ccc(C)s1 (stereo not given) | -2 | -0.8 | -1 | 4 | 0.7 | -1.1 | -1 | -0.9 | 12 | -0.4 | 0.4
O=C(CN1C(=O)c2ccccc2S1(=O)=O)NCc1ccc2c(c1)OCO2 | 1 | 2.2 | 1 | -10 | -0.5 | -1.6 | 1 | -2.0 | 10 | -1.2 | 1.0
O=C1c2ccccc2C(=O)N1CSc1ncccn1 | 4 | 3.7 | 1 | -1 | 2.9 | -0.6 | 7 | -0.5 | 2 | 0.9 | 0.6
c1ccc(-c2nc(NCc3ccco3)c3ccccc3n2)cc1 | -7 | 2.3 | 6 | 7 | -0.1 | -1.2 | -6 | -1.7 | -12 | -0.9 | -1.0
CCOc1cc(C(=S)N2CCOCC2)ccc1OS(=O)(=O)c1ccc(Br)cc1 | -6 | -1.4 | -4 | -4 | -2.7 | -1.8 | 0 | -2.3 | 3 | -0.9 | 0.1
CCOc1cc(/C=N/NC(=O)C2CC2)ccc1OC(C)C | -6 | -1.5 | -3 | -14 | 0.6 | -1.4 | -2 | 0.0 | 7 | 0.3 | -1.1
CC(C)S(=O)(=O)c1csc(C(=O)NN)c1-n1cccc1 | -7 | -2.6 | 4 | 3 | -1.4 | -0.7 | 4 | 1.3 | 1 | 3.3 | 0.1
Cc1ccc(OCc2nnc(SCC(=O)c3ccc(-c4ccccc4)cc3)n2Cc2ccco2)cc1 | -13 | -0.8 | -3 | -8 | . | -1.3 | -7 | -3.4 | -10 | . | -1.3
NS(=O)(=O)c1cccc(NC(=O)C(Cc2ccccc2)NC(=O)c2ccccc2)c1 (stereo not given) | 2 | -0.1 | 2 | 5 | -1.0 | -1.1 | -1 | 1.5 | -9 | -0.1 | 0.0
CC[N+](C)(C)CC/C=C1/c2ccccc2Sc2ccc(Cl)cc21 | -5 | 0.5 | -2 | -1 | -1.0 | 0.0 | 1 | -0.2 | -4 | . | -0.1
COc1ccccc1NC(=O)N1CCCC1C(=O)NC12CC3CC(CC(C3)C1)C2 (stereo not given) | 2 | -0.3 | 0 | 2 | 3.0 | -1.1 | 1 | -2.3 | 0 | 3.0 | -1.3
Cc1nn2c(-c3cccc(NC(=O)c4ccco4)c3)nnc2c2ccccc12 | -15 | -5.7 | -4 | -20 | 1.0 | -2.0 | -10 | -3.6 | -10 | -2.2 | -2.4
CC(C)NS(=O)(=O)c1ccc(NCCCn2ccnc2)c([N+](=O)[O-])c1 | 1 | -1.1 | 1 | 11 | -0.7 | -1.4 | 5 | 1.7 | -3 | -0.8 | 0.0
N#Cc1cnc(SCC(=O)N2CCCCC2)nc1N | -5 | -1.5 | -2 | 3 | 3.4 | -0.8 | 1 | 1.0 | 4 | 2.1 | -0.6
Cc1cccc(NC(=O)C2CCCCN2S(=O)(=O)c2ccccc2)c1C (stereo not given) | 4 | -2.3 | -1 | -4 | -1.1 | -1.2 | 4 | -0.1 | -4 | 0.7 | -1.1

Next part.
SMILES | PLCb3 inh | hgDAF12 agonist | ADAM17 inh | ADAM10 inh | GAA850 FXN act | ssDAF-12 act | PLC-gamma1 inh | hcDAF-12 act | HGIII-sPLA2 inh | DAX1 inh-1 | DAX1 inh-2
CC(C)(C)OC(=O)N1CCC(C(=O)Nc2ccc(C(=O)NC3CC3)cc2)CC1 | 2 | 4.2 | -4 | -6 | 0.7 | -0.8 | -3 | -0.1 | 4 | -1.2 | 1.9
O=C(CCSc1ccccc1)OCn1nnc2ccccc2c1=O | 5 | -0.2 | 0 | -1 | 3.6 | -1.6 | 1 | -2.0 | -7 | -0.3 | -0.1
CCc1ccc(C(=O)NNC(=O)CN2C(=O)NC(CC)(c3ccccc3)C2=O)cc1 (stereo not given) | -9 | -0.3 | 2 | -18 | -2.7 | -0.4 | 5 | -0.2 | -15 | 0.7 | -0.5
CCOc1ccc(CCNC(=O)c2ccc(=O)[nH]c2)cc1OCC | -7 | -0.4 | 1 | -15 | -1.1 | 0.1 | 0 | 0.6 | 3 | 0.2 | 0.5
CCOC(=O)c1ccc2[nH]c(C)c(C)c2c1 | -6 | 7.1 | -1 | 11 | 5.1 | -1.4 | -4 | 0.9 | -21 | -0.2 | 1.6
CCOc1ccc(C(=O)NCC2(c3ccccc3)CCOCC2)cc1 | 0 | 0.1 | -3 | -4 | 0.2 | -1.6 | -1 | -2.8 | 2 | 3.5 | -0.2
Cc1ccc(NCc2nnc(SCC(=O)N3c4ccccc4Sc4ccccc43)o2)c(C)c1 | 1 | 0.7 | 7 | 14 | 1.6 | -1.3 | 3 | -3.4 | -9 | -1.2 | -0.4
CCCc1cc(=O)[nH]c(SCC(=O)c2c[nH]c3ccccc23)n1 | -4 | 3.0 | -2 | -5 | 2.4 | 0.3 | -7 | 3.4 | -4 | -0.1 | 1.0
COC(=O)C1=C(C)N(C(C)c2ccccc2)C(=O)C1 (stereo not given) | 1 | -0.6 | 1 | -1 | 1.4 | -1.2 | -2 | -0.6 | -40 | 0.5 | 0.4
CCc1cccc(NC(=O)CSc2nnc(Cc3ccc(OC)cc3)c(=O)[nH]2)c1 | -6 | 0.6 | 0 | -20 | 0.4 | -1.0 | 4 | 0.0 | 7 | -0.4 | 0.2
CN1CCN(S(=O)(=O)c2ccc(CNC(=O)c3ccccc3)s2)CC1 | -5 | 0.0 | -6 | 6 | -0.7 | -0.9 | -2 | -0.2 | 6 | -0.6 | -0.5
CC(NC(=O)C1CCC(C)(C(=O)O)C1(C)C)c1ccccc1 (stereo not given) | -2 | 0.5 | -1 | 4 | -1.8 | -0.5 | 4 | -0.5 | 2 | 0.4 | -0.3
Cc1ccc2[nH]c3c(NCc4ccccc4)ncnc3c2c1 | -85 | -4.4 | -157 | -331 | . | -2.2 | -54 | -4.0 | -17 | . | -1.8
COc1cc(NC(=S)NC(=O)c2c(OC)cccc2OC)ccc1NC(=O)c1cccs1 | 0 | -0.3 | -4 | 1 | -4.2 | -1.1 | -4 | -2.9 | 5 | 0.8 | -0.7
NC(=O)CC(NC(=O)Cc1ccc(Br)cc1)c1ccc(NCc2cc(F)ccc2F)c([N+](=O)[O-])c1 (stereo not given) | 1 | -1.6 | -1 | 10 | 0.4 | -1.1 | 0 | 0.9 | 5 | 0.8 | 1.1
Cc1cccc(C)c1NC(=O)/C(=C/c1ccco1)c1ccccc1 | -71 | -0.9 | -54 | -142 | 3.2 | -0.8 | -68 | -1.6 | -2 | -0.2 | -1.4
